NCOA2 inhibitor: inhibits human steroid receptor coactivator 2 | 0.17% of 370,000 active | HEK293 GAL4-SRC2 luciferase reporter, luminescence | inhibition, % at 9 µM | AID 651957 | Q15596;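 active = inhibition above the mean inhibition of all tested compounds plus 3 SD, set per campaign, cut at about 52% in these data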;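 also: 0% = DMSO treated cells and 100% = cells given Gossypol at 36 µM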
NOD2-RIPK2 inh: blocks binding of human NOD2 to RIPK2; CHO BLA complementation NOD2-RIPK2, CCF4 ratio; inhibition, % at 4.98 µM; 0.38% of 360,000 active; in the data active = inhibition above about 21%;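 also: 0% = vehicle only and 100% = reference blocker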
ABHD5 PLIN5 PPI: blocks binding of human ABHD5 to perilipin-5. Split G. princeps luciferase complementation, luminescence, 4 h. 0.78% of 360,000 active. inhibition, % at 4 µM. AID 602281;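 active = inhibition above the mean inhibition across every tested compound plus 3 SD, cut at about 22% in these data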;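 also: 0% = DMSO only wells and the 100% control is not disclosed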
Glyco luc inh: N-linked glycosylation inhibition; 0.23% of 360,000 active; D54 ERlucT glycosylation luciferase reporter, 24 h; percent of 100 nM tunicamycin response; reporter increase, % at 12.5 µM;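 active = mean luciferase reporter signal, scaled so untreated is 0 and the glycosylation-blocking control 100, at or above a set limit in every replicate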;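 also: luciferase carries N-glycosylation sites so blocking glycosylation raises the light; 0% = median of neutral control wells and 100% = median of 100 nM tunicamycin wells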
MC4R antag cAMP: antagonists of human melanocortin 4 receptor (MC4R); P32245; inhibition, % at 6.5 µM; 0.48% of 360,000 active; AID 540295; MC4R-expressing cells, MTII-stimulated cAMP, LANCE TR-FRET;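 active = inhibition above its plate's cutoff, the mean of tested wells on that plate plus 3 SD, cut at about 29% in these data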;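 also: 0% = Melanotan II alone and 100% = Melanotan II plus saturating MCL0020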
Target sequence (P32245 whole entry, looked up): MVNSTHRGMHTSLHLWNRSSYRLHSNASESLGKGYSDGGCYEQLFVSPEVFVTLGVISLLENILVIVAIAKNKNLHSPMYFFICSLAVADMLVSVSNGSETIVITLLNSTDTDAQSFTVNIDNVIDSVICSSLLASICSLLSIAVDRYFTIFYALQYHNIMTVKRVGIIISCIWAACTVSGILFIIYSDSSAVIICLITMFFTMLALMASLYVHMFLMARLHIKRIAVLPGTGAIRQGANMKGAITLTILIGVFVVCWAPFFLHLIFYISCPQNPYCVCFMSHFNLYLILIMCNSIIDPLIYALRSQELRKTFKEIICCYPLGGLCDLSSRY
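Material – human MC4R-expressing U2OS cells · Repeats – no replicates · Detection – TR-FRET with Eu-cAMP and labeled anti-cAMP, 671 nm · Times – compound 30 min, challenge 1 h, detection 1 h · Compound – single nominal compound dose of 6.5 µM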
ABCB6 inh 2: blocks the human ABCB6 transporter; AID 602162; K562-ABCB6 porphyrin accumulation, flow cytometry, 1 h; active compounds read low; 0.19% of 360,000 active; fluorescence ratio to DMSO, % at 10 µM; Q9NP58;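 active = fluorescence ratio to DMSO below 75%, the collection mean minus 3 SD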;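 also: signal is porphyrin accumulated inside mitochondria; 100% equals median channel fluorescence of DMSO control wells; lower ratio means ABCB6 inhibition with less porphyrin fluorescence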
MC4R barr agon: human MC4R agonism via beta-arrestin; P32245; U2OS MC4R beta-arrestin complementation, luminescence; percent of melanotan II response, DMSO zero; activation, % at 8.9 µM; 0.98% of 360,000 active; AID 540308;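 active = activation above a per-plate cutoff, the mean activation of sample wells on that plate plus 3 SD, cut at about 8% in these data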
TLR9-MyD88 inh: inhibitors of human TLR9-MyD88 binding. Q9NR96+Q99836. CHO BLA complementation TLR9-MyD88, CCF4 FRET ratio. inhibition, % at 4.98 µM. 0.21% of 340,000 active. AID 504734;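 active = inhibition above the mean over all tested compounds plus 3 SD, cut at about 21% in these data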;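 also: 0% = DMSO only wells and 100% = clavulanate BLA inhibitor control wells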
Cardio protect: modulators protecting cardiomyocytes from myocardial damage; 0.63% of 360,000 active; H9c2 cardiomyocytes, H2O2 injury protection, ATPLite, 2 h; protection from H2O2 cell death, % at 20 µM;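 active = compounds giving at least 50% protection of heart cells from peroxide-induced death in the single-dose screen, raw or plate-pattern-corrected value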;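 also: 0% = DMSO wells with peroxide and 100% = DMSO wells without peroxide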
HTR2A ag: mouse HTR2A agonism via beta-arrestin recruitment; CHO-K1 mHTR2A beta-arrestin complementation, luminescence; percent of 30 µM serotonin response; activation, % at 7.6 µM; 0.66% of 360,000 active;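 active = activation above a run cutoff, the mean activation of all tested compounds plus 3 SD, cut at about 14% in these data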;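 also: 0% = plate median of compound wells and 100% = 30 µM serotonin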
Target sequence (P35363 whole entry, looked up): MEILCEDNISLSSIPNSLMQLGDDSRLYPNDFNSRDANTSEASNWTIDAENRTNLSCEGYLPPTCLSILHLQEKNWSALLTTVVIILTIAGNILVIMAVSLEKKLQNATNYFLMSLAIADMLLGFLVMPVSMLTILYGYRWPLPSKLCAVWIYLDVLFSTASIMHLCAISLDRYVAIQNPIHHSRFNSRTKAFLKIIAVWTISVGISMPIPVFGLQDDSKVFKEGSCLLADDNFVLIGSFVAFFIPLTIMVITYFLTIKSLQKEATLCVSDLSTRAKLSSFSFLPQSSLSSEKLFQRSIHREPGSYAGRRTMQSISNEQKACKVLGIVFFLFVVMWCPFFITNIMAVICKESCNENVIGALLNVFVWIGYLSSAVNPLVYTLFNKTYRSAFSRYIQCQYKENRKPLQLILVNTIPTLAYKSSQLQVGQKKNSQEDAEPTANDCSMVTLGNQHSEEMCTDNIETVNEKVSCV
The depositor's hits bear a star; . = no result given. Only part of the results is shown (hit frequency here may not be typical).

SMILES	NCOA2 inhibitor	NOD2-RIPK2 inh	ABHD5 PLIN5 PPI	Glyco luc inh	MC4R antag cAMP	ABCB6 inh 2	MC4R barr agon	TLR9-MyD88 inh	Cardio protect	HTR2A ag
CC1C2CCC(C2)C1OC(=O)c1ccccc1C(=O)O (configuration not stated)	-24	12	0	1	0	95	0.1	3	-2	-2
CC(=O)c1ccc(CCCc2ccc(C(C)=O)cc2)cc1	-43	6	4	-2	-1	94	-1.2	6	6	1
O=C(c1cc([N+](=O)[O-])cc([N+](=O)[O-])c1)N(c1ccccn1)c1ccccn1	-9	-5	0	2	0	98	-1.1	-1	-1	1
COc1ccc(-c2ccc(CN3C(C(C)C)C(=O)N(Cc4cn(CC5CCCCC5)nn4)CCS3(=O)=O)cc2)cc1OC (configuration not stated)	22	2	0	-7	5	99	-0.7	-8	-7	5
O=C(NCc1ccco1)C1CC(O)CN1C(=O)Nc1ccccc1 (configuration not stated)	19	-5	-2	3	0	99	-1.4	-4	-1	-3
COC(=O)C1CCN(c2nc3ccccc3nc2C(C#N)C(=O)OCC(C)C)CC1 (configuration not stated)	-21	0	0	3	7	96	-1.4	1	8	0
COCCOC(=O)c1c(NC(=O)CNC2CCCc3ccccc32)sc(C(N)=O)c1C (configuration not stated)	1	2	7	-7	7	98	-3.0	3	-11	4
CC(C)Cc1ccc(C#N)c(SCC(N)=O)n1	18	7	-2	2	-2	102	-1.4	6	-5	0
CCOC(=O)[C@H]1[C@H]2COc3ccccc3[C@@H]2N2C(=O)CN(Cc3ccccc3)C(=O)[C@@]12C	-8	-10	4	1	6	100	0.3	2	-4	4
N=c1ccn(Cc2ccc(Cl)cc2)cc1	-8	-10	14	-5	-10	107	0.4	10	-10	8
CCn1c(SCC(=O)NC2CCCCC2C)nnc1-c1ccc(OC)cc1 (configuration not stated)	-12	-3	-12	-1	11	96	1.7	4	-2	2
Cc1ccc(-c2csc3ncnc(SCC(N)=O)c23)cc1	16	-7	3	-3	-1	98	-2.5	-9	9	-4
COc1ccc(Cl)cc1N/C(N)=N/c1nc(CSc2ccc(C)cc2)cc(=O)[nH]1	-16	-1	104*	-1	0	106	0.5	-1	-4	-1
Cc1ccc(NC(=O)c2oc3ccccc3c2C)nc1	-49	5	-8	.	-4	91	-1.0	-5	-11	-3
COC(=O)c1cc(C)nc2c1c(C)nn2-c1ccccc1	-20	6	1	0	-4	96	2.8	5	-4	-1
O=C(Nc1ccccc1OC(F)F)c1ccc(S(=O)(=O)N2CCCC2)cc1	9	-2	-8	1	6	98	1.2	-9	2	0
CC(=O)N1c2ccc(S(=O)(=O)N3CCCC(C(=O)Nc4ccc(F)cc4)C3)cc2CC1C (configuration not stated)	23	1	-3	0	5	91	-0.3	-3	-29	-3
COc1ccc(S(=O)(=O)N(C)CC(=O)NCc2cccnc2)cc1OC	5	-13	0	-2	9	101	-0.8	-9	2	-3
CC(C)C(=O)Nc1cccc(NC(=O)c2ccc(Cl)cc2Cl)c1	16	-16	4	0	-1	93	-1.6	9	1	3
O=C(c1ccncc1)c1ccc(NC(=O)c2cccs2)cc1	-9	-5	1	-1	3	99	-1.0	-3	5	-2
CC1(C)CC(=O)C(C(C2=C(O)CC(C)(C)CC2=O)c2cccs2)C(=O)C1 (configuration not stated)	.	-1	41*	5	30*	102	0.8	-1	3	-3
N#Cc1ccc(-c2ccc3c(c2)OCO3)nc1SCC(=O)OCc1ccccc1	-8	10	2	0	14	102	-1.8	-2	12	-3
O=C(CNC(=O)c1cc2c(n(-c3ccccc3)c1=O)CCCC2=O)c1ccccc1	12	4	-2	0	2	97	-0.6	-2	3	4
O=C(Nc1nnc(C2=COCCO2)o1)c1ccc(Cc2ccccc2)cc1	0	-3	-2	0	7	96	-0.8	-2	6	0
O=C(O)c1[nH]c2ccccc2c1C(c1cc(Br)ccc1O)c1c(C(=O)O)[nH]c2ccccc12	1	-1	-8	4	4	92	-1.9	-5	0	6
COc1ccc2c(c1)[N+](C)(C)C(C)(C)C=C2C	17	-5	2	6	17	99	-2.7	8	8	-2
Cn1c(=O)n(C)c2cc(NC(=O)CSc3nnc(-c4ccccc4O)n3-c3ccccc3)ccc21	-14	4	3	7	25	98	0.0	-6	31	-6
CCC(C(=O)NCCC(C)C)n1ccc2cc(S(=O)(=O)N3CCCCC3)ccc21 (configuration not stated)	.	-5	6	-4	-4	80	-3.0	2	-10	-2
CN(C)c1ccc(CC(=O)N2CCCC(c3cc(C(=O)Nc4ccccc4)no3)C2)cc1 (configuration not stated)	-34	-5	-4	-3	-6	98	-1.0	.	-9	5
Cc1nn(-c2ccccc2)c2c1C(O)n1c(nc3ccccc31)S2 (configuration not stated)	-6	2	2	-2	1	132	-1.1	-1	43	6
O=C(Cc1ccccc1[N+](=O)[O-])NCCC1=CCCCC1	-25	-12	1	-1	4	91	-0.6	3	-6	2
COc1ccccc1CNS(=O)(=O)c1ccc2c(c1)CC(C)N2C(=O)C1CCC1 (configuration not stated)	-1	-11	-2	-1	1	101	-1.4	5	-17	7
O=C(/C=C/c1cccs1)Nc1ccc(Br)cn1	5	2	1	14	-25	99	1.6	5	-8	5
C=CCOc1ccnc(-c2ccccc2)n1	-22	-2	-2	-1	8	97	0.2	0	-3	-3
COc1ccc(S(=O)(=O)Nc2ccc3cn[nH]c3c2)cc1C	-29	-13	-4	0	22	106	-2.7	8	-12	-2
COc1ccc(/C=C/C(=O)C2(O)CCCCC2)cc1	0	-11	9	0	-8	100	-3.6	-2	8	0
COc1ccc(-c2ccc(C(=O)Nc3ccc4c(c3)OCO4)c3occc23)c(C)c1	-50	-7	-7	-1	7	118	0.0	.	-11	-9
COc1ccc(C2CC(c3cccs3)=NN2C(=O)CSC2=NCCS2)cc1 (configuration not stated)	4	5	0	.	-11	106	-2.8	-3	4	-1
COC(=O)N/N=C/c1cn(CCOc2ccccc2)c2ccccc12	-25	12	3	-3	4	95	-2.0	10	25	3
Cc1cc(C)nc(N/N=C/c2cc3c(cc2[N+](=O)[O-])OCO3)n1	-3	7	2	-1	-11	96	-3.8	-2	33	-1
CC1(C)C(c2ccccc2)=NC(c2ccc(Br)cc2)N1O (configuration not stated)	1	0	4	-1	-7	105	0.0	2	4	-4
CNC(=O)CNC(=O)Nc1ccc(Cl)c(Cl)c1	.	5	-2	0	0	98	-1.6	-1	2	0
CCS(=O)(=O)c1ccc(-c2csc(-c3ccccc3)n2)c(Cl)c1Cl	-20	-2	10	2	7	93	3.2	7	-23	16*
N#Cc1c(C(F)(F)F)cc(-c2cccs2)nc1SCC(=O)O	-5	2	12	1	-2	104	0.9	-5	0	-1
COc1ccc(CSc2nncn2C)cc1F	5	-2	2	2	9	98	4.1	6	0	0
CCOc1ccc(C(=O)N2CCN(C(=O)c3ccco3)CC2)cc1OCC	-16	2	-5	0	-1	98	0.5	-2	6	2
CC(=O)c1cn(CC(=O)Nc2ccc(C)cc2C)c2ccccc12	25	-8	0	1	-3	89	-1.4	-7	-21	1
COC(=O)CCNC(=O)c1ccc2[nH]c(C)c(C)c2c1	-6	-12	-4	0	20	98	2.5	-8	-4	-2
CCc1ccc2nc(N(CCCN(C)C)C(=O)c3ccc(S(=O)(=O)N4CCCc5ccccc54)cc3)sc2c1	22	0	17	-7	4	100	6.9	6	-22	-11
CC(C)C[C@H]1CN([C@@H](CC(C)C)CN2CCC[C@H]2CN2C(=O)C(=O)NC[C@@H]2Cc2ccc(O)cc2)C(=O)C(=O)N1CC1CCCCCC1	-6	-3	-6	.	.	98	.	.	.	2

(continued)
SMILES	NCOA2 inhibitor	NOD2-RIPK2 inh	ABHD5 PLIN5 PPI	Glyco luc inh	MC4R antag cAMP	ABCB6 inh 2	MC4R barr agon	TLR9-MyD88 inh	Cardio protect	HTR2A ag
COc1cccc(-c2csc(N3CCN(C(=O)C4CCCCC4)CC3)n2)c1	11	-17	-22	0	14	100	3.6	-2	11	-1
COc1ccc(F)cc1CN1CCN(c2ncnc3scc(-c4ccccc4)c23)CC1	-3	-16	-12	-6	-2	98	-1.7	.	0	-4
O=C(c1cc(-c2ccccc2Cl)nc2ccccc12)N1CCC1	3	-5	-13	0	-1	100	-1.1	-1	-3	7
COc1ccc(-c2[nH]ncc2CN2CCC(OCc3ccccn3)CC2)c(F)c1	6	-12	1	0	-1	103	-1.5	1	-4	0
CCCCn1c(Cc2ccccc2)nnc1SCC(=O)Nc1cc(C)on1	10	4	-3	1	10	94	-1.7	-4	3	10
Cc1[nH]nc(SCC(=O)NCc2ccc(F)cc2)c1[N+](=O)[O-]	-4	4	3	5	4	97	-3.4	9	-1	-5
CC1C(C#N)=C(SCC(N)=O)NC2=C1C(=O)CC(C)(C)C2 (configuration not stated)	-12	1	-5	-1	7	95	-3.2	3	1	2
CCNC(=O)/C(C#N)=C/c1c(N2CCN(c3ccc(OC)cc3)CC2)nc2c(C)cccn2c1=O	-2	2	-5	2	1	78	-1.9	-4	19	-10
Cc1ccc2c(c1)N(CC(=O)OCC(=O)NCc1ccccc1)C(=O)CO2	-29	-9	-6	1	10	100	-6.0	-9	-3	-5
COc1ccccc1NC(=O)CCC(=O)OCc1ccc(Br)cc1	-37	-2	7	2	17	101	3.0	-12	-2	-2
O=C(CN1C(=O)c2ccccc2C1=O)N(CCO)Cc1ccccc1	-15	-9	8	2	3	102	-1.4	3	-4	9
O=C(NCc1ccc(Cl)c(Cl)c1)c1cc(C2CCCCN2C(=O)CCc2ccccc2)on1 (configuration not stated)	36	1	6	-8	7	97	-0.4	.	-9	1
Cc1nn(C)cc1CNC(=O)C1CCC(=O)N(CC2CCCCC2)C1 (configuration not stated)	-28	-6	3	2	-6	91	1.4	-1	-1	3
Cc1ccc(NC(=O)NNC(=O)c2cc3ccccc3cc2O)c(C)c1	-11	11	-3	2	0	97	0.3	-4	5	6
Cc1cc(C)c2nc3c(c(C(=O)O)c2c1)CCC3	-5	-9	-6	3	2	93	-1.8	0	0	2
Cc1ccc(S(=O)(=O)/N=C2/C=C(Sc3ncn[nH]3)C(=O)c3ccccc32)cc1	.	-9	40*	7	48*	105	-1.3	4	-11	20*

Entries of single compounds, quoted from the list. Values in the order: NCOA2 inhibitor | NOD2-RIPK2 inh | ABHD5 PLIN5 PPI | Glyco luc inh | MC4R antag cAMP | ABCB6 inh 2 | MC4R barr agon | TLR9-MyD88 inh | Cardio protect | HTR2A ag
Cc1ccc(S(=O)(=O)/N=C2/C=C(Sc3ncn[nH]3)C(=O)c3ccccc32)cc1 reads . | -9 | 40* | 7 | 48* | 105 | -1.3 | 4 | -11 | 20*
O=C(CN1C(=O)c2ccccc2C1=O)N(CCO)Cc1ccccc1 reads -15 | -9 | 8 | 2 | 3 | 102 | -1.4 | 3 | -4 | 9
Cc1nn(C)cc1CNC(=O)C1CCC(=O)N(CC2CCCCC2)C1 (configuration not stated) reads -28 | -6 | 3 | 2 | -6 | 91 | 1.4 | -1 | -1 | 3
Cc1ccc(NC(=O)NNC(=O)c2cc3ccccc3cc2O)c(C)c1 reads -11 | 11 | -3 | 2 | 0 | 97 | 0.3 | -4 | 5 | 6

Bioassay records from PubChem.
